# High-throughput results (PubChem)
# PKM2 act = increases activity of human pyruvate kinase M2; P14618; purified PKM2, Kinase-Glo ATP luminescence, activation; response scale: 0% is enzyme alone, no compound; Potency, µM (titrated, usually from 57.5 µM), for inactives: at the highest dose activation, usual class: activators; 0.34% of 260,000 active; AID 1631; also: potency is read from the fitted curve at half-maximal effect; % is scaled to controls: 0 for no effect and ±100 for the full control effect; nearly all actives have a fitted effect of over 55% in size
#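 ATP formation by purified human PK-M2, quantified via coupled luciferase luminescence after 1 h at room temperature with 0.1 mM ADP and 0.5 mM PEP final.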
# KCNH2 3.1 block = blocks the human KCNH2 3.1 channel isoform. 0.95% of 340,000 active. U2OS KCNH2 3.1, thallium flux FluxOr; active compounds read low. activity change, % (tested at about 1.8 µM);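 active = maximum activity change below -70%; inconclusive = maximum activity change from -70% to -50%; inactive = maximum activity change above -50%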;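 also: thallium influx rate constant from kinetic fluorescence after stimulation buffer; % is scaled to controls: 0 for no effect and ±100 for the full control effect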
#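 Virally transduced U2OS (3.1 isoform, 4 h infection in dark at RT) → overnight 37 C → FluxOr + Red40 in HBSS/HEPES, 45 min → stimulation buffer, 2 min kinetic read → rate constant vs DMSO controls.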
# USP2a block = USP2a (human) protease inhibition; AID 463254; O75604; 0.01% of 330,000 active; Potency, µM (doses to about 38.3 µM), inactives show at the highest dose activity change, negative = inhibition, actives largely listed as inhibitors; USP2 core, Ub-CHOP2 coupled fluorogenic reporter, 485/531;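 also: potency is read from the fitted curve at half-maximal effect; plate controls were DMSO wells for no effect and full inhibition by NEM control for full effect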
# Target sequence (O75604 whole entry, looked up): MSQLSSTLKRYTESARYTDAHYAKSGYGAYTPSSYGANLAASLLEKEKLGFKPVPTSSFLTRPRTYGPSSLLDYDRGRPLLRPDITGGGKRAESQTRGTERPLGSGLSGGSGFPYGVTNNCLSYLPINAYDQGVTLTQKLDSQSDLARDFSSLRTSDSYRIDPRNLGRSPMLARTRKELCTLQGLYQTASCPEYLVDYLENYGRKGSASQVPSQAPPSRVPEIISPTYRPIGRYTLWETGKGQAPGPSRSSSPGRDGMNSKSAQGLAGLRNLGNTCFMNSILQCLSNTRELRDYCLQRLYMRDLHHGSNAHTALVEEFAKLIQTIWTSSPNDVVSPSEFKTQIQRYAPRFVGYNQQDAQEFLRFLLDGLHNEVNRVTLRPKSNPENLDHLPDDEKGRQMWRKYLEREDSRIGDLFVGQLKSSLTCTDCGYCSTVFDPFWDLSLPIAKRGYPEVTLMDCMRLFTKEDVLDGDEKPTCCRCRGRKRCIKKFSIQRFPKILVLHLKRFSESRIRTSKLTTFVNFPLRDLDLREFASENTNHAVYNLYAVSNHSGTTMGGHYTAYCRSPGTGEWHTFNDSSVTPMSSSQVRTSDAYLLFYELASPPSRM
#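 Deubiquitinase activity read as fluorescence (485/531 nm) after Ub-CHOP2 cleavage activates the enterokinase reporter on its substrate; USP2 core 10nM, Ub-CHOP2 and substrate 25nM each, 30min compound preincubation then 60min RT; data normalized to NEM, curves fitted.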
# Giardia kill = kills Giardia lamblia; Giardia lamblia trophozoite viability; activity change, % at 7.66 µM, hits read low; 0.15% of 340,000 active; AID 540267; in the data active = activity change below about -80%; inconclusive = between about -30% and that limit;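 also: parasites exposed to compound for two days anaerobically before the ATP read; % is scaled to controls: 0 for no effect and ±100 for the full control effect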
#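 Luminescence from cellular ATP indicates surviving trophozoites (100 cells/well) following 48 hrs anaerobic compound treatment at 37 deg C; signal develops 15-30 min at room temperature.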
# Menin-MLL TR inh = displaces Texas Red mutant MLL peptide from human menin | Menin + Texas Red MLL mutant peptide, fluorescence polarization | Potency, µM (series often up to 61.6 µM), for inactives: at the highest dose FP activity change, negative = inhibition, hits mostly inhibitors | 0.23% of 270,000 active | AID 1768; active = well fitted inhibition curve with a large enough effect in the polarisation, with a control signal flat, not every such curve was filed as active; inconclusive = small, poorly fitted or top-dose-only effect, or effect the other way, or a change in a side signal; inactive = no such curve, though single readings can be large or run the other way; the % refers to the polarisation; also: potency is read from the fitted curve at half-maximal effect; % of control where 0% means no effect; many of its hits are not listed in these tables
# hERG WT inh = inhibitors of human wildtype KCNH2 potassium channel. Q12809. U2OS, BacMam KCNH2, thallium flux FluxOr; active compounds read low. activity change, % at 1.84 µM. 0.37% of 340,000 active. AID 720551;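 active = maximum activity change below -70%; inconclusive = maximum activity change between -70% and -50%; inactive = maximum activity change above -50%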; also: % is scaled to controls: 0 for no effect and ±100 for the full control effect
#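 U2OS cells were transduced with wild-type KCNH2 virus (2.03 x 10^8 / mL) for 4 h at room temperature, then cultured overnight at 37 C. Thallium flux was read with FluxOr dye. Rate constants were normalized to DMSO controls.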
# Coupling enz = counter-screen for Giardia aldolase inhibitors: coupling enzyme system | 0.67% of 290,000 active | coupling enzyme system counterscreen, AmpLite Red fluorescence | AID 2472 | activity change, negative = inhibition, % at 58.2 µM, hits read low; in the data active = activity change below about -30%; also: % is scaled to controls: 0 for no effect and ±100 for the full control effect
#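 Fluorescence at 525 nm excitation and 598 nm emission measured inhibition of the coupled detection system without aldolase. Compounds (at 57.5 uM final) were preincubated 10 min at room temperature with coupling enzyme reagent before a 20 min substrate/AmpLite Red step.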
# CXXC DNA block = inhibitors of human MLL CXXC domain-DNA interaction; Potency, µM (titrated, usually from 115 µM), without a hit: at the highest dose activity change, negative = inhibition, most hits filed as inhibitors; Q03164; 0.037% of 290,000 active; MLL-CXXC / FITC-HOXA9 DNA fluorescence polarization; active = well fitted inhibition curve with a large enough effect in the polarisation, with a control signal flat, not every such curve was filed as active; inconclusive = small, poorly fitted or top-dose-only effect, or effect the other way, or a change in a side signal; inactive = no such curve, though single readings can be large or run the other way; the % refers to the polarisation; also: potency is read from the fitted curve at half-maximal effect
#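 Steps: dispense CXXC domain solution (7 uM) → pin compounds or unlabeled HOX-A9 DNA control → 5 min ambient → add FLSN-HOX-A9 solution (50 nM) → spin → 30 min ambient → fluorescence polarization. Tris pH 7.5/NaCl/DTT/BSA buffer.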
# TRPV1 ag = activates the human vanilloid receptor TRPV1; TRPV1-expressing cells, Fluo-8 calcium influx, agonist mode; activation, % at 8.33 µM; 0.19% of 320,000 active; in the data active = activation above about 80%; inconclusive = between about 30% and that limit; also: 0% is about no effect
#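 Cells expressing TRPV1 were dye-loaded with Fluo-8 and read kinetically: 10 s baseline, 3 min after compound (agonist portion), then 2 min after EC20 capsaicin (allosteric enhancer portion). Calcium-bound dye fluorescence at 480/520 nm.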
# B2AR arrestin = beta2AR (human) beta-arrestin recruitment activity; P07550; beta-arrestin recruitment to beta2AR, cell-based reporter; Potency, µM (highest dose often 46.1 µM), inactives show at the top dose activation, most hits filed as activators; 0.02% of 330,000 active;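 also: potency is read from the fitted curve at half-maximal effect; 0% = DMSO controls and full agonism = EC100 isoproterenol or metaproterenol; nearly all actives have a fitted effect of over 65% in size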
# GALK inh = galactokinase (human) inhibition; Purified GALK, Kinase-Glo residual ATP luminescence; Potency, µM (titrated, usually from 57.5 µM), without a hit: top-dose activity change, negative = inhibition, usual class: inhibitors; 0.007% of 270,000 active; AID 1868; also: potency is read from the fitted curve at half-maximal effect; % is scaled to controls: 0 for no effect and ±100 for the full control effect
# Target sequence (P51570 whole entry, looked up): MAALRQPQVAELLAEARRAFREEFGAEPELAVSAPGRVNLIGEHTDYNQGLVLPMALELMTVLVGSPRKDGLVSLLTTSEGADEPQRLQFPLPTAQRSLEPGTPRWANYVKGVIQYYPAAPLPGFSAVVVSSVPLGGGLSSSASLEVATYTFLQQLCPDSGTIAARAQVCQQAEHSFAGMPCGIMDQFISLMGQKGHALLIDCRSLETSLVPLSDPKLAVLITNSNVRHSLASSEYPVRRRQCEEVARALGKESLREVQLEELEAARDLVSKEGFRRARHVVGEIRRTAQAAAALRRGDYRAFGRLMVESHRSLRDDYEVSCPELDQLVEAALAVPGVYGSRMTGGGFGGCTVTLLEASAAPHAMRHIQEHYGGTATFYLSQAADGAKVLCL
#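 The enzyme phosphorylates galactose (100 uM) using ATP (35 uM); inhibition is detected as higher residual ATP, quantified by bioluminescence after 1 h reaction at room temperature, pH 8.0.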
# Active calls of the source: *; ? = inconclusive; / = not tested or not shown; [ ] = another dose, or the depositor's remark. Unless noted, calls follow the shape of the dose curve; as a rule, active = well fitted curve in the direction sought with a large enough effect; inconclusive = small, poorly fitted or top-dose-only effect, or another doubt; inactive = no such curve, though single readings can be large; an effect the other way counts as inactive or inconclusive.
SMILES	Giardia kill	PKM2 act	Menin-MLL TR inh	USP2a block	CXXC DNA block	KCNH2 3.1 block	GALK inh	hERG WT inh	TRPV1 ag	Coupling enz	B2AR arrestin
NNC(=O)C1CC1c1ccc(Cl)cc1 (stereo not given)	-7	2%	5%	2%	-5%	-6	/	1	?	-3	-0.4%
COc1ccc([N+](=O)[O-])cc1NC(=O)CCN1CCN(c2ccccc2)CC1	8	2%	63%[activator]	1%	2%	-3	0%	1	0	5	0.3%
Cc1cc(C)c(OCC(=O)NCC(C)(C)N2CCOCC2)c(C)c1	-16	/	/	-2%	/	3	/	-2	5	/	-0.4%
Cc1cccc(NS(=O)(=O)c2ccc(-c3ccc(=O)[nH]n3)o2)c1	-10	/	2%	4%	24%	-11	-2%	-12	4	0	-0.4%
COc1ccc(Cl)cc1NC(=S)NCCC(c1ccccc1)c1ccccc1	4	-4%	-5%	-1%	14%	-13	-4%	-12	3	1	0.4%
COc1ccc(OCC(=O)NNC(=S)NC(=O)C2CC2)cc1	4	/	/	5%	-10%	-12	-5%	-12	-3	/	0.3%
COc1ccccc1NS(=O)(=O)c1cccc(C(=O)NCC(c2ccccc2OC)N2CCCC2)c1 (stereo not given)	-12	/	/	1%	/	6	/	27	5	/	0.4%
O=C(NC1CCN(Cc2ccccc2)CC1)c1ccc(N2CC3CC(C2)c2cccc(=O)n2C3)c([N+](=O)[O-])c1 (stereo not given)	3	1%	-5%	-1%	-3%	19	-1%	19	-2	1	0.0%
CCOc1cc(/C=N/NC(=O)c2cccnc2)ccc1OCC(=O)N(C)C	-5	2%	?	0%	12%	-10	1%	9	-6	0	0.0%
Cc1cccc(NC(=O)c2nc(S(=O)(=O)Cc3ccccc3)ncc2Cl)c1	-19	/	/	1%	45%[activator]	18	-2%	-7	-3	/	-0.3%
CCOc1ccc(/C=C2\SC(=S)N(Nc3ccccc3)C2=O)cc1OC	-1	-2%	-6%	-2%	39%[activator]	-5	-1%	5	-5	-1	0.2%
Cc1nc2c(C)cccn2c(=O)c1NC(=O)c1ccc2c(c1)OCO2	9	/	/	1%	/	2	/	-2	1	/	-1.6%
CCOC(=O)C1=C(C)C2C3C(=O)N(c4cc(C)ccc4C)C(=O)C3C1(C)C1C(=O)N(c3cc(C)ccc3C)C(=O)C21 (stereo not given)	-2	-8%	4%	-9%	-4%	3	/	1	-4	1	-0.7%
CCNc1nc(-c2ccc(OC(F)F)cc2)c(C)s1	-16	-6%	-1%	3%	3%	-36	7%	0	-3	0	-0.2%
Cc1ccc(C)c(S(=O)(=O)N2CCN(C(=O)c3ccc(-n4cncn4)c([N+](=O)[O-])c3)CC2)c1	9	/	/	0%	/	-20	/	8	-3	/	0.4%
CCOC(=O)N1CCN(C(=O)Cn2cnc3ccccc3c2=O)CC1	5	1%	5%	0%	13%	3	-1%	0	-2	-1	-0.6%
Cc1ccc(NC(=O)c2ccc(N3CCOCC3)c([N+](=O)[O-])c2)cc1S(=O)(=O)N1CCOCC1	-5	7%	?	5%	-4%	-10	-2%	-9	14	-3	-0.8%
CCCc1nnc(NC(=O)c2nc(S(=O)(=O)Cc3ccc(C)cc3)ncc2Cl)s1	6	/	/	-1%	-15%	-17	4%	-14	3	/	-0.2%
Cc1ccc(C(=O)OCC(=O)Nc2sc3c(c2C#N)CCCCC3)cc1NC(=O)c1ccco1	8	-5%	-14%	0%	17%	8	2%	8	0	20	0.1%
COc1ccc(NC(=O)CN2C(=O)COc3ccc(S(=O)(=O)N4CCCCC4)cc32)cc1OC	3	/	16%	-2%	-2%	-1	11%	4	22	0	0.0%
c1ccc(OCc2nnc3n2CCCCC3)cc1	1	-16%	/	0%	-17%	7	-3%	-1	0	-1	-0.2%
COc1ccc2oc(C(=O)OCC(=O)Nc3ccccc3OC)c(C)c2c1	2	/	/	-1%	/	-2	/	-2	-2	/	-0.3%
CC(C)Oc1ccc(C(CC(=O)O)NC(=O)Cc2ccccc2)cc1 (stereo not given)	-5	/	-3%	2%	-7%	19	1%	1	-5	5	3.2%
Cc1cc(NS(=O)(=O)c2ccccc2)n(-c2ccccc2)n1	-9	-1%	20%	-1%	-5%	-8	4%	43	1	0	-0.9%
CCOc1c(OC(C)=O)ccc(/C=C/c2ccc3cccc(OC(C)=O)c3n2)c1[N+](=O)[O-]	-14	0%	?	-1%	-9%	4	0%	4	-2	/	-0.3%
COc1ccc(C2=NN(C(=O)CSc3cn(C)c4ccccc34)C(c3ccc(OC)cc3)C2)cc1 (stereo not given)	0	11%	2%	4%	8%	8	-3%	-4	2	-1	0.2%
O=C1CCC(C(=O)N2CCCCO2)CN1Cc1cccc(C(F)(F)F)c1 (stereo not given)	5	/	/	3%	3%	8	-6%	2	10	/	0.4%
Cn1c(C(=O)N(Cc2ccccc2)Cc2ccccn2)cc2sccc21	-15	1%	10%	0%	4%	-2	-4%	0	18	0	0.0%
CS(=O)(=O)N1CCCC(C(=O)NCc2cccs2)C1 (stereo not given)	-6	3%	-2%	-4%	-4%	0	0%	5	1	7	0.3%
CCC(C)C(=O)Nc1nccs1 (stereo not given)	0	-2%	-11%	-1%	5%	0	1%	-7	-1	4	-0.1%

# Record cards (already shown):
# Profile of Cc1ccc(C(=O)OCC(=O)Nc2sc3c(c2C#N)CCCCC3)cc1NC(=O)c1ccco1 = Giardia kill: 8; PKM2 act: -5%; Menin-MLL TR inh: -14%; USP2a block: 0%; CXXC DNA block: 17%; KCNH2 3.1 block: 8; GALK inh: 2%; hERG WT inh: 8; TRPV1 ag: 0; Coupling enz: 20; B2AR arrestin: 0.1%
# Profile of CCNc1nc(-c2ccc(OC(F)F)cc2)c(C)s1 = Giardia kill: -16; PKM2 act: -6%; Menin-MLL TR inh: -1%; USP2a block: 3%; CXXC DNA block: 3%; KCNH2 3.1 block: -36; GALK inh: 7%; hERG WT inh: 0; TRPV1 ag: -3; Coupling enz: 0; B2AR arrestin: -0.2%

# (cont.)
SMILES	Giardia kill	PKM2 act	Menin-MLL TR inh	USP2a block	CXXC DNA block	KCNH2 3.1 block	GALK inh	hERG WT inh	TRPV1 ag	Coupling enz	B2AR arrestin
COc1ccc(CN2CNc3nc4ccccc4n3C2)cc1	-4	1%	6%	-1%	-7%	-7	4%	0	1	0	-0.1%
CC(C)(C)c1ccc(C(=O)N/C(=C\c2cccs2)C(=O)NCc2ccco2)cc1	-8	-5%	-25%	-19%	-27%	-4	3%	2	-4	1	0.0%
C=CCn1cnnc1SCC(=O)NCC1COc2ccccc2O1 (stereo not given)	-11	/	/	-1%	/	4	/	-41	-2	/	-0.3%
O=C(Nc1cccc(O)c1)C1CC(c2ccc(Cl)cc2)=NO1 (stereo not given)	6	5%	14%	0%	-7%	2	-1%	-8	?	-2	0.3%
CCn1cc(C(=O)O)c(=O)c2cc(F)c(N3CCN(C(=S)NC(=O)c4ccccc4Cl)CC3)cc21	-24	-1%	/	-1%	-13%	-11	/	-3	0	0	-0.4%
CCN(CCO)c1ncnc2c1sc1nc(C(C)C)c3c(c12)CC(C)(C)OC3	33[activator]	-8%	-5%	-6%	-3%	5	2%	-3	-5	-8	0.1%
COc1ccccc1CCNC(=O)CSc1nnc2ccc(-c3cccnc3)nn12	5	1%	-5%	3%	9%	-7	-2%	11	1	0	0.3%
COc1ccccc1-n1cnc2cc(C(=O)NCc3ccco3)ccc21	12	19%	8%	0%	3%	3	0%	3	1	0	-0.2%
O=C(NC1CCCCNC1=O)c1ccc(Cl)cc1 (stereo not given)	-5	-19%	0%	1%	-7%	-6	2%	-6	0	-3	-0.1%
O=C(NC(=S)Nc1ccc(S(=O)(=O)Nc2nccs2)cc1)c1cccc(F)c1	6	1%	?	3%	-11%	-2	2%	3	5	8	0.1%
CN(C(=O)NC1CC(=O)N(c2ccc3c(c2)OCCO3)C1)c1ccccc1 (stereo not given)	-14	/	/	1%	/	7	/	-9	6	/	0.2%
O=C(NNc1cccc([N+](=O)[O-])c1)/C(=C\c1cccnc1)NC(=O)c1ccccc1	22	1%	/	-2%	3%	-15	5%	1	-1	1	0.3%
O=C(Nc1sc2c(c1C(=O)O)CCCC2)c1ccccc1Cl	-7	-2%	?	1%	-24%	-1	0%	-2	-3	-12	0.1%

# This is a subset (hit frequency here may not be typical).
